# TTR transcr act – TTR transcription activators in neuroblastoma reporter cells, primary screen, cell-based, luminescence, SH-SY5Y, TTR promoter Gaussia luciferase. 100% = recombinant luciferase protein wells. activation, % at 16.7 µM. hit rate 1.3% among 92,000. AID 1117267, 2014;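 active = activation above the mean of all tested compounds plus 3 SD, cut at about 9.5% in these data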;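 also: cells exposed to compounds for one day before reading; 0% = median of all test compound wells on the plate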
# Active calls of the source: *. Only part of the results is shown, so the mix of outcomes need not match the whole.
SMILES,TTR transcr act
COc1ccccc1C(CNC(=O)c1cc(S(=O)(=O)N2CCOCC2)ccc1C)N1CCCC1 (configuration not stated),-0.3
Cc1ccccc1NC(=O)c1ccc2c(O)c(S(=O)(=O)c3ccccc3)c(=O)[nH]c2c1,-2.4
COc1ccccc1C1=NOC(Cn2c(NCCOCCO)nc3c2c(=O)n(C)c(=O)n3C)C1 (configuration not stated),1.9
NC(=O)C1CCN(C(=O)c2cccc3ccccc23)CC1,-0.7
Cc1cc(Cl)ccc1NC(=O)CCC(=O)N/N=C/c1cc([N+](=O)[O-])ccc1O,0.0
CN1CCN(C(=S)NC(=O)/C=C/c2ccccc2Cl)CC1,1.4
COC(=O)c1ccc2c(=O)[nH]c(CSc3nc(-c4ccc(F)cc4)cs3)nc2c1,-0.2
CCCc1nn2c(=O)cc(CSCC(=O)Nc3nnc(C(C)C)s3)nc2s1,-1.3
COc1cccc(C2CC(=O)Nc3cc(OC)c(OC)cc32)c1 (configuration not stated),0.2
CC(=O)Oc1ccc(N(C(C)=O)S(=O)(=O)c2cccs2)cc1,-3.8
CC(C)NC(=O)c1onc(CSc2ccc(F)cc2)c1C(=O)NC(C)C,-1.8
COc1ccc(CNC(=O)c2c(O)c3ccccc3n(C)c2=O)cc1OC,-0.1
COC(=O)[C@]1(C)N[C@H](CN(C)C(=O)c2ccc(C(C)(C)C)cc2)[C@@H]2C(=O)N(C)C(=O)[C@@H]21,6.1
Cc1ccccc1OCc1n(CC(=O)OC2CC(C)CCC2C(C)C)c2ccccc2[n+]1C (configuration not stated),-4.6
O=[N+]([O-])c1ccc(Sc2cccc3cccnc23)c2cccnc12,0.9
O=C(COC(=O)Cc1ccsc1)NCc1ccc(Cl)cc1,-0.2
COC(C)(C)c1cc(C(C)(C)C)nc(N)n1,2.0
C[C@H](CO)N1C[C@H](C)[C@@H](CN(C)S(=O)(=O)c2ccc(F)cc2)Oc2ccc(NC(=O)Cc3ccccc3)cc2C1=O,-0.3
CCc1ccccc1NC(=S)NCc1ccc2c(c1)OCO2,0.2
Cc1cccc(NC(=S)/N=C(\N)Nc2nc(C)c3ccc(C)cc3n2)c1,-5.8
CCOC(=O)Cc1c(C)nc2c(-c3ccccc3OC)c(C)nn2c1C,5.9
COc1ccc(Br)cc1/C=N/NC(=O)CN1CCCCC1,-1.2
O=C(COC(=O)/C=C/c1ccccc1Cl)NCCNC(=O)COC(=O)/C=C/c1ccccc1Cl,0.5
COCCCNC(=O)c1ccc(Cn2c(=O)c3ccccc3n(Cc3ccc([N+](=O)[O-])cc3)c2=O)cc1,0.3
Cn1c(=O)c2c(nc(N3CCNCC3)n2Cc2ccccc2Cl)n(C)c1=O,-2.9

# Seven entries out of the list, arranged by formula weight, smallest number first.
SMILES,TTR transcr act
NC(=O)C1CCN(C(=O)c2cccc3ccccc23)CC1,-0.7
COc1cccc(C2CC(=O)Nc3cc(OC)c(OC)cc32)c1 (configuration not stated),0.2
O=C(COC(=O)Cc1ccsc1)NCc1ccc(Cl)cc1,-0.2
Cc1ccccc1NC(=O)c1ccc2c(O)c(S(=O)(=O)c3ccccc3)c(=O)[nH]c2c1,-2.4
Cc1ccccc1OCc1n(CC(=O)OC2CC(C)CCC2C(C)C)c2ccccc2[n+]1C (configuration not stated),-4.6
COc1ccccc1C(CNC(=O)c1cc(S(=O)(=O)N2CCOCC2)ccc1C)N1CCCC1 (configuration not stated),-0.3
COCCCNC(=O)c1ccc(Cn2c(=O)c3ccccc3n(Cc3ccc([N+](=O)[O-])cc3)c2=O)cc1,0.3

# (continued)
SMILES,TTR transcr act
O=S(=O)(/N=C(/Sc1ccccc1)c1ccccc1)c1ccccc1,-0.3
Cc1onc(-c2c(Cl)cccc2Cl)c1COC(=O)c1ccc(Cl)cc1[N+](=O)[O-],1.8
CCN(CC)C(=O)N1CCN(C(=O)N(CC)CC)CC1,-1.6
CC(=O)c1cccc(N=c2scc(-c3ccc(S(=O)(=O)N4CCOCC4)cc3)n2CCO)c1,-4.7
CCC(=O)Nc1ccc(Cl)c(NC(=S)NC(C)=O)c1,1.1
COc1ccc(N=C2SCC(=O)N2C)cc1,1.9
O=C(O)/C(=C\c1ccc(F)cc1)c1ccc(-c2ccccc2)cc1,-0.3
COc1cccc(C=NNC(=O)CCCC(=O)NN=Cc2cccc(OC)c2)c1,3.5
CC(C)=CCC/C(C)=C/CNC(=O)C[C@H]1C[C@H](C(=O)N(C(C)C)C(C)C)[C@@]2(C)c3[nH]c4ccc(Cl)cc4c3CCN2C1=O,1.0
Nc1ccc2c(c1)C(=O)c1cc([N+](=O)[O-])ccc1-2,-0.3
C/C(=N\NC(=O)c1ccc2ccccc2c1)c1cccnc1,-1.7
CCOc1cc(N2CCOCC2)c(OCC)cc1NC(=O)COC(=O)c1cccc2ccccc12,1.9
COc1ccc(-c2nc(CS(=O)(=O)CC(=O)NCCc3ccccc3)c(C)o2)cc1,2.2
O=C(NCCCn1ccnc1)c1ccc(N2CCCCC2)c([N+](=O)[O-])c1,5.2
COc1ccc(-c2c(C(=O)c3ccccc3)[nH]c(N)c2C(=O)c2ccccc2)cc1OC,0.4
COc1cc(/C=C/c2cccc[n+]2C)ccc1OCC(=O)Nc1ccccc1,1.1
O=C(C1CC1)N1CCN=C1SCc1ccc(F)cc1,-1.2
CC1=C(C)CC2(SC1)C(=O)N(c1ccccc1)N=C2N (configuration not stated),0.1
COC(=O)C(Cc1ccc(O)cc1)NC(=O)c1ccccc1OC (configuration not stated),-0.4
c1ccc(CSc2nnc3ccc(-c4ccco4)nn23)nc1,0.8
Cc1ccc(NCc2ccccc2O)cc1,3.2
CCOC(=O)[C@@]12CCC3=C1N(CCC3)C(=O)[C@H](CC(=O)N1CCCC1)C2,-1.5
COC(=O)C[C@H]1CC[C@H](NC(=O)Nc2ccccc2OC)[C@@H](CO)O1,1.6
CCOc1ccc(NC(=O)Nc2cccs2)cc1,-0.7
Cc1ccccc1S(=O)(=O)Cc1ccc(C(=O)NCCN(Cc2ccccc2)C(C)C)o1,0.6

# (more compounds)
SMILES,TTR transcr act
CC(C)Oc1ccc(/C=C/C(=O)NCC2COc3ccccc3O2)cc1 (configuration not stated),-4.4
CCOC(=O)N1CCN(C(=O)CCSc2ccc(C)cc2)CC1,1.3
Cn1c(SCc2ccccn2)nnc1-c1cnccn1,-0.5
CC(C(=O)NN=C(c1ccccc1)c1ccccc1)N1CCOCC1 (configuration not stated),-1.1
CC1(C)CC(NC(=O)C23CCC(C)(C2Br)C3(C)C)CC(C)(C)N1 (configuration not stated),3.5
CCOc1ccc(-n2c(C)cc(/C=N/N(C)C)c2C)cc1,-0.6
O=C(NNC(=O)c1csc(-c2cnccc2C(F)(F)F)n1)c1ccc(C(F)(F)F)cc1,8.3
CCN(CC)CCCN1C(=O)C(O)=C(C(=O)c2ccco2)C1c1ccc(OC(C)C)cc1 (configuration not stated),2.5
O=C(COc1ccc(Cl)cc1Cl)N1CCCC1,3.6
Cc1cc(C)nc(N2CCC(C(=O)NCc3cccs3)CC2)n1,1.1
CC1Cc2cc(S(=O)(=O)N3CCN(c4ccccc4F)CC3)ccc2N1C(=O)C1CC1 (configuration not stated),-2.5
CN(C)c1ccc(/C=N/NC(=O)CCc2nc3ccccc3[nH]2)cc1,1.2
CCOc1cc(/C=N/NC(=O)c2nnn(-c3nonc3N)c2C)ccc1OCc1ccc(C)cc1,1.4
CCOC(=O)CNC(=O)CSc1nnc(-c2ccccc2)n1Cc1ccco1,1.6
CC(NC(=O)/C=C/c1ccco1)c1nc2ccccc2n1Cc1c(Cl)cccc1Cl (configuration not stated),-2.4
O=C(O)c1ccc2c(=O)n(-c3ccc(F)cc3)c(=S)[nH]c2c1,-1.0
COCC(=O)Oc1cc(-c2ccc(C)cc2C)c(OC(=O)COC)c(-c2ccc(C)cc2C)c1,1.2
CCCc1nnc(NC(=O)c2ccc([N+](=O)[O-])cc2)s1,-3.4
CSCCC(NC(=O)c1ccccc1Br)C(=O)NCCCn1nc(C)cc1C (configuration not stated),-0.6
Cc1ccc(C2=NS(=O)(=O)N(C)C(C(=O)Nc3cc(C)n(CC(=O)N4CCC(C)CC4)n3)=C2)cc1,-2.1
Cc1oc(S(=O)(=O)N2CCCCC2)cc1NC(=O)Nc1ccccc1,1.7
CC1(C(=O)Nc2nnc(C(C)(C)C)s2)Cc2ccccc2C(=O)O1 (configuration not stated),-1.2
CCc1nc2ccc(C(=O)NCCC(C)C)cn2c1N(C)Cc1ccc(OC)cc1,0.9
CC(C)CCN1C(=O)c2cccc3c(N)ccc(c23)C1=O,1.1
CC(C)OC(=O)CSc1nc(Cc2cccs2)nc2ccccc12,-1.8

# Remaining list, next part:
SMILES,TTR transcr act
CCOc1ccc2nc(NC(=O)c3ccc(C)o3)sc2c1,-2.4
COC(=O)CCN(C(=O)c1ccc(OC(C)=O)cc1)c1ccccn1,4.4
CCn1c(CC(=O)Nc2cccc(OC)c2)nnc1SCC(=O)N1CCN(c2ccccc2)CC1,-0.9
Cc1cccc(C)c1-n1nnnc1C1(C)CCC(=O)N1C1CC1 (configuration not stated),-0.2
Cc1ncc([N+](=O)[O-])n1CCOC(=O)C12CC3CC(CC(C3)C1)C2,-1.7
C(=NOCCc1ccccc1)c1ccccn1,-0.6
CCOC(=O)N1CCN(c2cc(=O)n(-c3ccccc3Cl)c(=O)[nH]2)CC1,-1.0
CC(Sc1nnc(-c2ccncc2)n1C)C(=O)NCC1CCCO1 (configuration not stated),0.7
Cc1c(C(=O)OCC(=O)N(C)C2CCS(=O)(=O)C2)oc2ccc(Br)cc12 (configuration not stated),0.1
Cn1cccc1/C=C1/SC(=O)N(CC(=O)N2CCCC2)C1=O,0.7
CCOC(=O)c1oc2ccccc2c1NC(=O)CCl,-2.9
COc1cccc(/C=N/Nc2ncnc(Cl)c2N)c1O,-1.0
CCc1ccc[n+](-c2nc([O-])sc2C=O)c1,4.7
COc1ccccc1Oc1ccc(N/C=C/C(=O)C(C)(C)C)cc1,2.8
CC(=O)Oc1ccc(C(=O)Nc2ccccc2C(=O)Nc2cccc(C(=O)O)c2)cc1,1.4
CN1CCN(S(=O)(=O)c2cccc(C(=O)Nc3sccc3C#N)c2)CC1,-2.8
COc1ccc(-c2cccc(C(=O)Nc3ccccc3C)c2)cc1,1.1
Cc1nc(N)[nH]c(=O)c1CCCNc1ccc(CCCCC2(CCl)OCCO2)cc1,1.5
COc1ccc(C(=O)N[C@H](C(=O)Nc2nc3ccccc3[nH]2)C(C)C)cc1,3.7
CC(C)C[C@@H](COCc1ccc(Cl)cc1)N1CCN(C(=O)c2ccc(C(F)(F)F)cc2)CCC1=O,-1.3
O=C(Nc1ccc(C2=NCCN2)cc1)c1ccc(C(=O)Nc2ccc(C3=NCCN3)cc2)c(Cl)c1,-0.8
O=C(O)CNS(=O)(=O)c1ccc(F)cc1,-1.7
CC(C)(C)NC(=O)C(c1c[nH]c2ccccc12)N(C(=O)Cn1nnc(-c2ccc(F)cc2)n1)c1cccc(O)c1 (configuration not stated),-2.6
Nc1nc2cc(Cl)c(Br)cc2o1,0.8
COc1ccc(N2CCN(C(=O)c3cccc(N4C(=O)C5CC=CC(C)C5C4=O)c3)CC2)cc1 (configuration not stated),-0.1

# Looked up by structure from the list above (3):
SMILES,TTR transcr act
CC(=O)Oc1ccc(C(=O)Nc2ccccc2C(=O)Nc2cccc(C(=O)O)c2)cc1,1.4
Cc1onc(-c2c(Cl)cccc2Cl)c1COC(=O)c1ccc(Cl)cc1[N+](=O)[O-],1.8
Nc1nc2cc(Cl)c(Br)cc2o1,0.8

# Other compounds.
SMILES,TTR transcr act
COc1cccc(C(=O)O[C@@H]2[C@H](Cc3ccccc3)NS(=O)(=O)[C@H]3C[C@@H]4C=C[C@]23O4)c1,1.4
O=C(NN1C(=O)C2C(C1=O)C1C=CC2C12CC2)c1cccc(Cl)c1 (configuration not stated),4.8
Cc1ccc(S(=O)(=O)NNC(=O)c2ccc3ccccc3n2)cc1,0.8
Cn1c(=S)n(CCC(=O)O)c2ccccc21,4.2
O=C(Cn1cnc2c(cnn2-c2ccc(Cl)cc2)c1=O)NCC1CCCO1 (configuration not stated),-3.4
CC[C@]12c3[nH]c4cc(-c5ccco5)ccc4c3CCN1C(=O)[C@@H](CC(=O)NCc1ccc(OC)c(OC)c1)C[C@@H]2C(=O)N1CCN(C(=O)C2CC2)CC1,10*
Cc1ccc2c(c1)c1nc3ccccc3nc1n2CCN1CCOCC1,1.7
CCOc1ccc(-n2c(C)nc(O)c2N=Nc2ccccc2)cc1,-0.8
CC1(C)O[C@@H]2[C@H](O1)[C@@H](O)C[C@H]2n1cnc2c(Cl)ncnc21,-0.3
COc1ccccc1C1CCN(C(=S)Nc2ccc(Br)cc2)CC1,-0.8
CCN(CC)C(=O)c1cccc(NC(=O)C2=COCCO2)c1,0.3
N#C/C(=C\Nc1ccccn1)S(=O)(=O)c1ccc(Cl)cc1,-0.1
O=C(C1CC1)N1CCc2cc(S(=O)(=O)N3CCCc4ccccc43)ccc21,3.7
CC(C)(C)C(=O)NCCN1C(=O)S/C(=C\c2ccc([N+](=O)[O-])cc2)C1=O,-1.7
CCC(C)Sc1cc(-c2nc3cc(C)ccn3c2NC2CCCCC2)ccc1OC (configuration not stated),-3.5
Cc1sc(NC(=S)NC(=O)c2cccs2)nc1-c1ccc(C(C)C)cc1,0.8
Cc1ccc2sc(NNC(=O)c3ccc4c(c3)OCCO4)nc2c1C,-1.1
O=C(NCC1CCCCC1)c1ccccc1[N+](=O)[O-],2.0
CCC(c1nnnn1C1CCCC1)N(Cc1cccs1)Cc1cc2cc(C)ccc2[nH]c1=O (configuration not stated),-2.0
Cn1nc(-c2ccc(OCC(=O)Nc3ccccc3)cc2)c2ccccc2c1=O,-2.7
Cc1cc(NC(=O)CSc2nnc(CNC(=O)c3ccc(F)cc3)o2)no1,0.5
COc1ccc(CCN2C(=O)CC(N3CCN(C/C=C/c4ccccc4)CC3)C2=O)cc1OC (configuration not stated),3.4
COC(=O)c1ccc(N=Cc2c(-c3ccccc3)[nH][nH]c2=O)cc1,-0.5
S=C1Cc2ccccc2N1,-5.9
COC(=O)CN1C(CN2CCOCC2)=Nc2ccc(Br)cc2C1c1ccccc1 (configuration not stated),-2.0
Cc1oc2cc(O)cc(C)c2c(=O)c1-c1cnn(-c2ccccc2)c1,-4.3
CCCCN(C(=O)C1CCCC1)c1c(N)n(Cc2ccccc2)c(=O)[nH]c1=O,0.7
